Bioassay records as filed in PubChem BioAssay.
PMI inhibition: human PMI inhibitors, high substrate, primary screen, biochemical, fluorescence intensity, high mannose 6-phosphate (AID 1220); recombinant PMI enzyme, coupled fluorescence intensity; higher % means a stronger effect; one-dose inhibition, % at 20 µM; IC50 in µM for titrated hits; 190,000 compounds, 0.66% hits
MT stabilize HCS: microtubule stabilizers in HeLa cells. 200,000 compounds, 0.83% hits. HeLa tubulin immunostaining HCS, 24 h; share of cells brighter than vehicle mean+2SD. % tubulin-high responders, % at 10 µM;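 active means plate Z-score above 3 for both tubulin-high and condensed-nucleus cell shares, with cell loss under 80%, at 10 µM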;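 further: anti alpha tubulin signal scored within the nucleus-defined area of each cell; some results filed as inactive read as strong as hits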
Ins promoter up: MIN6 insulin promoter up-regulation; MIN6 insulin promoter-GFP reporter, high-content imaging; hits give high values; z-score at 5 µM; 190,000 compounds, 0.3% hits;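 active means z-score above 3 at 5 µM with at least 500 cells counted in the well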
Hep lipid drop: hepatic lipid droplet formation modulation; AML12 mouse hepatocytes, oleate lipid droplets, BODIPY imaging; inhibition, % at 6.5 µM; 240,000 compounds, 0.4% hits;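 active means lipid droplet intensity inhibited by at least 50%, with more than 500 cells counted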
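Test system: AML12 hepatocytes (mouse); reagent: oleate loading, 100 µM; dosing: one dose, 6.5 µM compound; incubation: overnight exposure; signal: fluorescence imaging, 20x objective, two fields per well; read-out basis: % inhibition of corrected integrated BODIPY droplet signal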
T cell modulator: T cell immune modulation candidate. 2C CD8+ T cell-vesicle binding, flow cytometry; hits give low values. calls only at 7 µM. 330,000 compounds, 0.068% hits;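 active means response, share of CD8 T cells binding vesicles, and their 90th percentile fluorescence all below set limits, cut at about 80% in these data, passing the limit was not always enough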
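material = purified 2C TCR transgenic mouse naive CD8+ T cells | controls = Unloaded micro-vesicles (low), QL9 vesicles with 0.7% DMSO (high) | detection = cytometric PE anti-B7-1 and Alexa647 anti-CD8 signals after 1% paraformaldehyde fixation | incubation = binding step 1.5 h, 37 °C, antibody labelling 20 min, ice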
TNAP activators: human TNAP enzyme activators, primary screen, biochemical, luminescent, no phosphate acceptor, uHTS (AID 1001); activation fold at 20 µM, or EC50 in µM where a hit was titrated; purified TNAP, luminescent activation assay, no phosphate acceptor; higher activation fold means a stronger effect; 200,000 compounds, 0.03% hits; in the data active means activation fold from about 3, or a potency from the dose series; inactive means the rest, 99 in 100 with activation fold below about 1.6; further: many of its hits are not listed in these tables
PMI inhibitors: MPI enzyme activity inhibition – biochemical, fluorescence intensity, coupled assay, primary screen (AID 1209); purified PMI enzyme, coupled fluorescence intensity; higher % means a stronger effect; one-dose inhibition, % at 20 µM; IC50 in µM for titrated hits; 190,000 compounds, 0.42% hits;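 further: plate controls were DMSO vehicle for no effect and wells lacking substrate for full effect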
Autophagy HCS: alters autophagy in cells; MEF GFP-LC3 puncta imaging; test concentration mostly 10 µM; calls only at 10 µM (by protocol); 190,000 compounds, 0.98% hits;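 active means percentage of spot-positive cells more than 3 SD above its plate mean, without a fluorescence outlier flag or 80% toxicity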;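 further: spot-positive cell cutoff set from DMSO-treated cells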
bCat nuc transl: beta-catenin nuclear translocation modulation; HeLa beta-catenin nuclear translocation, immunofluorescence imaging; nuclear translocation activity, % at 5 µM; 190,000 compounds, 0.3% hits;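 active means nuclear translocation activity above 50% at 5 µM, with a well cell count of 50 or more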;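 further: per-cell ratio of nuclear to cytoplasmic median beta-catenin stain intensity; plate controls were DMSO negative control for no effect and GSK-3 inhibitor IX positive control for full effect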
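test system = HeLa cells, endogenous beta-catenin | dosing = single 5 µM dose plus 0.02–20 µM confirmation series | times = compound treatment 24 h, 37°C, 5% CO2 | technique = beta-catenin immunofluorescence imaging with DAPI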
Ins promoter up cell count: further read-out of Ins promoter up, marked with its call; cell count; measured here: cytotoxicity, nuclei count;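 total cells summed across four imaged fields per well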
Hep lipid drop cells 6.5 µM: further read-out of Hep lipid drop, marked with its call; cell count; measured here: cell count, cytotoxicity flag;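 cells counted across two imaged fields per well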
bCat nuc transl cell count 5 µM: recorded beside bCat nuc transl, whose call it bears; cell count; measured here: cell count, cytotoxicity flag
T cell modulator vesicle-bound %: also measured in T cell modulator; calls as there; double positive events, %; measured here: CD8+ vesicle-bound cell fraction;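 binding gate set so that unloaded-vesicle control wells show 10% double positive cells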
MT stabilize HCS Hoechst-high %: further read-out of MT stabilize HCS, marked with its call; % Hoechst-high responders; measured here: nuclear condensation Hoechst responders;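 share of cells brighter than vehicle mean plus two SD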
MT stabilize HCS cytotoxicity %: also measured in MT stabilize HCS; calls as there; toxicity, %; measured here: cytotoxicity by cell density;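 0% = mean cell density of plate MIN control wells and 100% = no cells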
Autophagy HCS cell loss 18 h: recorded beside Autophagy HCS, whose call it bears; toxicity, %; measured here: cell loss, nuclei count;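 cell loss after 18 h compound exposure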
Numbers without * were called inactive; i = inactive; x = no result given; + = active, no number. Unless noted, no stated cut-off is given here; in the data, active means inhibition above about 50%; inactive means the rest. No enrichment for hits, and some 2.9% of all compounds hit somewhere here.

SMILES	PMI inhibition	MT stabilize HCS	MT stabilize HCS Hoechst-high %	MT stabilize HCS cytotoxicity %	Ins promoter up	Ins promoter up cell count	Hep lipid drop	Hep lipid drop cells 6.5 µM	T cell modulator	T cell modulator vesicle-bound %	TNAP activators	PMI inhibitors	Autophagy HCS	Autophagy HCS cell loss 18 h	bCat nuc transl	bCat nuc transl cell count 5 µM
Cc1ccccc1Cn1nc(C)c(NC(=O)c2cc(-c3cccs3)on2)c1C	13%	4.0	2.6	6.9	-0.55	1321	x	x	i	12	1	2%	i	26	-5.5	852
CCOC(=O)/C(C#N)=N/Nc1c(C)n(C)n(-c2ccccc2)c1=O	-46%	3.5	2.3	4.2	2.1	1013	-5	711	i	52	1.2	-41%	i	-3	0.5	1095
CNC(=S)N/N=C/c1cc(C)ccc1C	9%	7.1	2.1	7.2	-0.34	1151	10	709	i	32	1.1	2%	i	22	-1.4	1114
O=C(Nc1cccnc1N1CCOCC1)c1cccs1	x	x	x	x	0.22	1348	27	778	i	35	x	x	x	x	-0.2	1125
Cc1cccc(-n2c(CNC(=O)Cc3ccccc3)n[nH]c2=S)c1	2%	2.8	2.1	4.4	-0.51	1357	28	690	i	10	1	1%	i	-7	-0.7	1113
Cc1cc(C)nc(N2CCCC(C(=O)NCCc3ccc(F)cc3)C2)n1 (stereo not given)	-2%	4.6	2.9	10	0.15	1239	x	x	i	43	1.1	-8%	i	6	0.8	1128
CCOC(=O)C(C)Sc1nnc(Cc2cc(=O)[nH]c(=O)[nH]2)n1-c1cccc(OC)c1 (stereo not given)	3%	2.5	3.7	6.8	0.1	975	x	x	i	39	1.2	-4%	i	-2	x	x
C#CCOCCOCCOCCNc1nc(N2CCN(C(=O)[C@H](CCCCN)n3cc(CCCC)nn3)CC2)nc(N2CCN(C(=O)[C@H](CCCCN)n3cc(CCCC)nn3)CC2)n1	-23%	3.6	1.8	9.5	-4.6	517	-3	700	x	x	1.1	-23%	i	-3	-3.7	580
Cn1ncc2c(=O)n(CC(=O)NC34CC5CC(CC(C5)C3)C4)cnc21	3%	1.3	1.5	4.8	0.33	962	2	846	i	15	1.1	2%	i	-3	-0.9	1171
Cc1ccc(OCc2nnc(NC(=O)c3ccco3)s2)c(C)c1	-11%	4.1	3.2	8.7	-0.98	1287	-10	778	i	30	1.1	-5%	i	4	-9.2	1244
CCOc1ccccc1Nc1nnc(SCC(=O)Nc2cc(C)on2)s1	5%	3.6	2.9	7.4	0.35	1197	x	x	i	42	1.1	7%	i	15	-0.7	1431
CC(=O)c1cnc2nc(C)nn2c1C	6%	2.5	2.3	8.9	0.83	1201	x	x	i	19	1.1	2%	i	-2	-7.7	1036
O=C(O)Cc1sc(N/N=C\c2ccncc2)nc1-c1ccccc1	x	x	x	x	-0.25	987	16	728	i	29	x	x	x	x	-0.2	1253
CC(=O)c1c(C)[nH]c(C(=O)Nc2nc(C)cs2)c1C	-3%	3.0	2.2	9.5	-0.58	1406	4	732	i	27	1.2	2%	i	8	-0.4	1071
O=C(COC(=O)c1ccccc1C(=O)c1ccc(Cl)cc1)NC(c1ccccc1)c1ccccc1	8%	5.7	1.1	10	0.49	1638	-6	698	i	58	1.1	12%	i	14	-0.5	1088
N=c1c2c(n(Cc3ccc([N+](=O)[O-])cc3)c3c1CCC3)CCCC2	4%	1.8	1.8	8.8	-3.5	1099	9	699	i	8	1.1	-4%	+	15*	1.1	1118
O=C(c1cccc2ccccc12)C1CCCN(C(=O)c2ccc(N3CCOCC3)cc2)C1 (stereo not given)	-2%	1.1	1.2	8.3	-0.8	1371	-15	698	i	38	1	0%	i	7	0.8	1099
CC1(C)CC(=O)C2=C(C1)NC1=C(C(=O)c3ccccc31)C2c1cc([N+](=O)[O-])ccc1O (stereo not given)	x	x	x	x	-0.64	979	-6	707	i	20	x	x	x	x	-1.1	1284
Cc1ccc2c(c1)c1c(n2CC(O)CNC2CCCC2)CCCC1 (stereo not given)	x	x	x	x	-0.14	971	14	716	i	59	x	x	x	x	-0.5	1230
O=C1Nc2cc(Cl)cnc2N2CCCC12 (stereo not given)	-78%	4.4	2.1	5.8	x	x	4	678	i	43	1.1	-35%	i	-5	-1.8	1117

Some of these compounds in order of SMILES length, rising.
SMILES	PMI inhibition	MT stabilize HCS	MT stabilize HCS Hoechst-high %	MT stabilize HCS cytotoxicity %	Ins promoter up	Ins promoter up cell count	Hep lipid drop	Hep lipid drop cells 6.5 µM	T cell modulator	T cell modulator vesicle-bound %	TNAP activators	PMI inhibitors	Autophagy HCS	Autophagy HCS cell loss 18 h	bCat nuc transl	bCat nuc transl cell count 5 µM
CC(=O)c1cnc2nc(C)nn2c1C	6%	2.5	2.3	8.9	0.83	1201	x	x	i	19	1.1	2%	i	-2	-7.7	1036
CNC(=S)N/N=C/c1cc(C)ccc1C	9%	7.1	2.1	7.2	-0.34	1151	10	709	i	32	1.1	2%	i	22	-1.4	1114
Cc1ccc2c(c1)c1c(n2CC(O)CNC2CCCC2)CCCC1 (stereo not given)	x	x	x	x	-0.14	971	14	716	i	59	x	x	x	x	-0.5	1230
CCOc1ccccc1Nc1nnc(SCC(=O)Nc2cc(C)on2)s1	5%	3.6	2.9	7.4	0.35	1197	x	x	i	42	1.1	7%	i	15	-0.7	1431
Cc1cc(C)nc(N2CCCC(C(=O)NCCc3ccc(F)cc3)C2)n1 (stereo not given)	-2%	4.6	2.9	10	0.15	1239	x	x	i	43	1.1	-8%	i	6	0.8	1128
O=C(COC(=O)c1ccccc1C(=O)c1ccc(Cl)cc1)NC(c1ccccc1)c1ccccc1	8%	5.7	1.1	10	0.49	1638	-6	698	i	58	1.1	12%	i	14	-0.5	1088

Carrying on.
SMILES	PMI inhibition	MT stabilize HCS	MT stabilize HCS Hoechst-high %	MT stabilize HCS cytotoxicity %	Ins promoter up	Ins promoter up cell count	Hep lipid drop	Hep lipid drop cells 6.5 µM	T cell modulator	T cell modulator vesicle-bound %	TNAP activators	PMI inhibitors	Autophagy HCS	Autophagy HCS cell loss 18 h	bCat nuc transl	bCat nuc transl cell count 5 µM
O=[N+]([O-])c1ccc(C2CCCC/C2=N\OCc2cccc(F)c2)c([N+](=O)[O-])c1 (stereo not given)	16%	2.2	1.8	7.4	0.2	1609	x	x	i	25	1	19%	i	-23	5.1	1383
O=C(Nc1cccc([N+](=O)[O-])c1)c1ccc2nc(N3C(=O)CCC3=O)sc2c1	-4%	1.3	1.5	8.8	1.4	1521	x	x	i	27	1.1	-4%	i	5	-1.3	1487
O=C(O)CC/C(=C\c1ccc(N2CCCC2)c([N+](=O)[O-])c1)c1nc2ccccc2s1	1%	2.8	3.5	6.4	0.03	1605	-11	668	i	35	1	8%	i	-4	-2.7	1038
O=[N+]([O-])c1ccccc1Nc1c2ccccc2nc2ccccc12	10%	3.7	1.0	8.4	-0.11	1452	-4	650	i	45	0.9	2%	i	33	-0.2	1537
Cn1c(=O)c2cc(S(=O)(=O)N3CCC(c4ccccc4)CC3)ccc2n(C)c1=O	3%	1.5	1.4	25	0.54	1270	-12	786	i	32	1	7%	i	1	-1.3	1037
COc1ccccc1CCc1nnc(CCC(=O)N(C)Cc2cccc3ncccc23)o1	-5%	1.3	0.8	1.2	-0.2	1529	31	657	i	34	1.1	-1%	i	-1	1.2	987
COc1ccc(C2=NC(=O)/C(=C\c3cc(OC)c(OC)c(OC)c3)O2)cc1	6%	1.8	2.1	0.0	3*	1223*	-2	681	i	44	1	7%	i	4	5.3	958
CC(C)CC(=O)Nc1ccccc1Oc1ccccc1	5%	1.2	1.7	2.7	x	x	0	717	i	34	1.1	13%	i	5	0.8	948
CCOc1ccc(NC(=S)Nc2ccc(OC)cc2)cc1	26%	2.0	3.0	7.8	0.86	1267	-2	735	i	60	1.1	14%	i	-1	-0.7	1463
CN(C)CCCN(CCCN(C)C)C(=S)Nc1ccc(S(=O)(=O)N2CCOCC2)cc1	x	x	x	x	-0.19	993	-4	761	i	40	x	x	x	x	-0.4	1338
CC(CCCC(C)(C)O)NC(=O)c1ccc(OC2CCN(C(=O)C3CC3)CC2)cc1 (stereo not given)	-7%	3.6	1.8	5.4	0.22	1323	-17	703	i	56	1	-1%	i	9	5.5	793
COC(=O)c1ccc(NC(=S)NCCc2ccccc2)cc1	-2%	1.7	0.9	0.1	-0.04	1183	2	684	i	60	1	0%	i	-1	-1.7	1259
O=C(Nc1cccc(C(F)(F)F)c1)C(Sc1n[nH]c(=O)[nH]c1=O)c1ccccc1 (stereo not given)	x	x	x	x	0.25	1090	2	696	i	56	x	x	x	x	0.8	1255
CC(C)NC(=O)CSc1nc(N)c(-c2ccccc2)c(=O)[nH]1	0%	3.8	2.3	12	x	x	1	695	i	60	1	1%	i	-2	0.3	940
Cc1c(C(=O)O)oc2ccc(S(=O)(=O)NCc3ccc4c(c3)OCO4)cc12	-4%	5.8	3.9	9.0	-0.07	1371	x	x	i	10	1.1	-6%	i	10	-0.3	1420
COc1ccccc1OCCCCN1CCN(C(c2ccccc2)c2ccccc2)CC1	-4%	3.2	3.0	9.2	-0.73	976	-2	460	i	10	1.1	-2%	i	7	1.2	458
Oc1c(Cl)cccc1C=Nc1cc(C(F)(F)F)ccc1N1CCCC1	7%	2.5	1.9	7.8	0.56	1135	-6	772	i	21	1.2	18%	i	7	-1.1	1148
CCSc1nnc(NC(=O)CSC2=NN3CCCC(=O)N=C3S2)s1	-2%	2.4	1.5	6.9	0.48	1619	-15	702	i	49	1	-3%	i	26	-2.8	1072
O=c1[nH]nc(Cc2ccc(-c3ccc(Cl)cc3)o2)c2ccccc12	-38%	1.7	1.4	2.7	0	1677	4	580	i	48	1	-21%	i	1	1.6	1049
CCOC(=O)N1CCN(c2c(N3CCN(c4cccc(C)c4C)CC3)c(=O)c2=O)CC1	3%	5.7	1.9	8.5	0.71	837	x	x	x	x	1.1	1%	+	-0.6*	x	x
CC(C)c1[nH]nc2c1C(C1C=CCCC1)C(C#N)=C(N)O2 (stereo not given)	x	x	x	x	0.06	1436	17	585	i	36	x	x	x	x	3.4	972
CN(c1ccccc1)S(=O)(=O)c1ccc(Cl)nc1	-10%	3.9	1.7	6.1	-0.44	1417	17	671	i	34	1	-24%	i	-10	-2.3	1142
